LYPLA1 inh: LYPLA1 (human) inhibition in PME1 counter-screen | O75608 | 0.16% of 320,000 active | inhibition, % at 5.9 µM | recombinant LYPLA1, FP-Rh probe fluorescence polarization;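 active means inhibition above the mean of all tested compounds plus 3 SD, set per campaign, cut at about 14% in these data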;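 further: inhibitors block serine hydrolase probe labeling of LYPLA1 so polarization falls; 0% = enzyme with DMSO and 100% = wells lacking LYPLA1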
Target sequence (O75608 whole entry, looked up): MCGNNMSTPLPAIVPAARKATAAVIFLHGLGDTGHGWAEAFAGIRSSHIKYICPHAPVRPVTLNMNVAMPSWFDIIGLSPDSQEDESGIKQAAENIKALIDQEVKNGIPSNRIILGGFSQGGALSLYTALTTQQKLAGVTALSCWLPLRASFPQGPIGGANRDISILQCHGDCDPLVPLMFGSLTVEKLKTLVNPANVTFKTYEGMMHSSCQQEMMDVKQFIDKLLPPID
LYPLA2 inh: LYPLA2 (human) inhibition in PME1 counter-screen; O95372; recombinant LYPLA2, FP-Rh probe fluorescence polarization; inhibition, % at 5.9 µM; 0.38% of 320,000 active;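 active means inhibition above the screen-wide mean plus 3 SD, limit set per campaign, cut at about 26% in these data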;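 further: 0% = LYPLA2 with DMSO and 100% = wells lacking LYPLA2 enzyme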
PAFAH2 inh: PAFAH2 (human) inhibition; recombinant PAFAH2, FP-rhodamine activity probe, fluorescence polarization; inhibition, % at 3.39 µM; 0.99% of 340,000 active;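 active means inhibition above the mean over all tested compounds plus 3 SD, cut at about 30% in these data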;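 further: inhibitors block probe labeling of enzyme so polarization drops; 0% = enzyme with DMSO and 100% = wells lacking PAFAH2 protein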
PAFAH1B2 inh: blocks human PAF acetylhydrolase 1b catalytic subunit 2; recombinant PAFAH1B2, FP-rhodamine activity probe, fluorescence polarization; inhibition, % at 3.39 µM; 1.2% of 340,000 active; AID 492953;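 active means inhibition above the mean of all tested compounds plus 3 SD, cut at about 24% in these data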;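 further: 0% = enzyme with DMSO and 100% = wells lacking PAFAH1B2; many of its hits are not listed in these tables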
Target sequence (P68402 whole entry, looked up): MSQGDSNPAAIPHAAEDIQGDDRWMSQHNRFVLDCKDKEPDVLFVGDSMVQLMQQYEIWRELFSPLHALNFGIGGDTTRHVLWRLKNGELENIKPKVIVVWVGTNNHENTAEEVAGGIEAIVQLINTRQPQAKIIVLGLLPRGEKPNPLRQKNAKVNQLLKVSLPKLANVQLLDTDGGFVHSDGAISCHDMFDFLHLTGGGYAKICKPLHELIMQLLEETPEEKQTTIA
GSTO1 inh: GSTO1 inhibition, counter-screen for RBBP9 inhibitors; AID 1974; 1.1% of 300,000 active; inhibition, % at 5.96 µM; P78417; recombinant GSTO1, activity-based probe fluorescence polarization;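 active means inhibition above the campaign mean inhibition plus 3 SD, cut at about 35% in these data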;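 further: 0% = GSTO1-1 with DMSO and 100% = wells lacking GSTO1-1 enzyme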
PAD4 FP inh: inhibitors of human PAD4 | AID 485272 | recombinant PAD4, RCA probe fluorescence polarization | Q9UM07 | inhibition, % at 6.36 µM | 0.41% of 330,000 active;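 active means percent inhibition above a cutoff equal to the mean of all tested compounds plus 3 SD, cut at about 15% in these data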;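 further: 0% = PAD4 with RCA probe and DMSO and 100% = probe without PAD4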
PME-1 primary: PME-1 (human) inhibition. Q9Y570. recombinant PME-1, FP-Rh probe fluorescence polarization. inhibition, % at 5.9 µM. 0.53% of 320,000 active. AID 2130;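 active means inhibition above the campaign mean of all compounds plus 3 SD, cut at about 26% in these data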;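 further: competitive labeling of PME-1 active site by serine hydrolase directed probe; 0% = PME-1 with DMSO and 100% = wells lacking PME-1 enzyme; inhibitors block probe labeling so polarization falls and inhibition rises; many of its hits are not listed in these tables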
PAFAH1B3 FP inh: inhibitors of human PAFAH1B3; 0.28% of 340,000 active; inhibition, % at 3.39 µM; Q15102; AID 492972; recombinant PAFAH1B3, FP-rhodamine probe, fluorescence polarization;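 active means inhibition above the screen-wide average of all tested compounds plus 3 SD, cut at about 25% in these data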;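 further: 0% = enzyme with DMSO only and 100% = wells lacking PAFAH1B3 protein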
pPAFAH inh: pPAFAH (human) enzyme inhibition; Q13093; recombinant pPAFAH, FP-rhodamine probe fluorescence polarization; inhibition, % at 3.39 µM; 1.5% of 330,000 active;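 active means inhibition above the mean inhibition across the screen plus 3 SD, cut at about 25% in these data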;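 further: inhibitors block binding of the rhodamine activity-based probe so polarization drops; 0% = enzyme with DMSO and 100% = wells lacking pPAFAH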
Target sequence (Q13093 whole entry, looked up): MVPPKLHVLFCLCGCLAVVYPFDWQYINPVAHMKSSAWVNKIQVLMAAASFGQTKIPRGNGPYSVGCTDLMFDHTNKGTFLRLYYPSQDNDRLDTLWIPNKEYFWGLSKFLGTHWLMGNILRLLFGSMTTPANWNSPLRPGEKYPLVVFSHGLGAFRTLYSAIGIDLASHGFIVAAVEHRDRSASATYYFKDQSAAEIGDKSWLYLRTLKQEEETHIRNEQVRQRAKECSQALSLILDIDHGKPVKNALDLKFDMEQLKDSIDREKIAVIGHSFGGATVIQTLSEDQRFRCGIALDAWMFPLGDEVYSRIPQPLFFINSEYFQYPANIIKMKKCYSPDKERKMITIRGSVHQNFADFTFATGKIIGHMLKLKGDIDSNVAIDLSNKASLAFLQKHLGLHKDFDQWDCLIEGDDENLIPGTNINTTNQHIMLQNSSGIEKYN
Active calls of the source: *; · = not tested or not shown. The list is partial. The share of hits here may be higher or lower than overall.

SMILES | LYPLA1 inh | LYPLA2 inh | PAFAH2 inh | PAFAH1B2 inh | GSTO1 inh | PAD4 FP inh | PME-1 primary | PAFAH1B3 FP inh | pPAFAH inh
CN(CC(=O)Nc1ccc(F)cc1)C(=O)COc1ccccc1Cc1ccccc1 | 1 | -2 | -4 | 5 | -3 | 2 | -2 | 10 | -2
CC(C)(C)NC(=O)Cn1c(=O)oc2cc(S(=O)(=O)N3CCc4ccccc43)ccc21 | -3 | -5 | 11 | 7 | -3 | -3 | 0 | 7 | 2
Cc1n[nH]c(C)c1S(=O)(=O)N(CC(=O)Nc1ccc2c(c1)OCCO2)c1ccc(C(C)C)cc1 | -2 | -6 | 0 | 1 | 1 | -3 | 3 | 13 | 3
Fc1ccc(-c2onc3ccc(C4OCCO4)cc23)cc1 | 1 | 7 | -4 | 3 | -2 | -2 | 9 | 8 | 1
O=C(OCCOc1cccc(Cl)c1)c1cc(S(=O)(=O)N2CCCCC2)ccc1N1CCOCC1 | 13 | 53* | 5 | 0 | -6 | 4 | 1 | 0 | 17
Cc1nc2cc(OCc3cc(C(=O)NC(C)c4cn(C)nc4C)no3)ccc2s1 (configuration not stated) | -2 | 2 | 5 | 4 | 3 | -1 | 4 | 10 | 3
CCOC(=O)N1CCC(NC(=O)CSCc2nc(-c3ccc(OC)c(OC)c3)oc2C)CC1 | -4 | 0 | 4 | 6 | 0 | -2 | 3 | 4 | 1
CSc1nnc(SCC#N)s1 | 4 | 7 | · | · | 5 | 3 | 2 | · | 1
O=c1c2cnn(-c3ccccc3)c2nc(-c2cccs2)n1-c1ccc(Br)cc1 | -1 | 1 | 2 | 3 | 0 | -3 | -5 | -4 | 4
CCc1ccc(N2CC(C(=O)N/N=C/c3cccc([N+](=O)[O-])c3)CC2=O)cc1 (configuration not stated) | -1 | -3 | 8 | 1 | -2 | 1 | -1 | 11 | 3
COc1cccc(CCC(=O)Nc2cc3c(cc2C(=O)O)OCCCO3)c1OC | 3 | 14 | -2 | 1 | · | -2 | -2 | 5 | 1
Cc1ccc(NC(=O)c2ccco2)c([N+](=O)[O-])c1 | 0 | -4 | 10 | 6 | 2 | -1 | -1 | 4 | 6
COCCCNC(=O)C1CCC(CNS(=O)(=O)c2ccc3c(c2)N(C(C)=O)CCO3)CC1 (configuration not stated) | -1 | -2 | 0 | 4 | -5 | 5 | 1 | -1 | -1
Cc1cc(C)nc(SCc2cc(=O)c(OC(=O)c3ccc(S(=O)(=O)N4CCCC4)cc3)co2)n1 | -2 | 0 | -3 | 3 | 2 | -2 | 7 | 8 | -1
CCOC(=O)C1CCCN(c2c(NCCc3ccc(Cl)cc3)c(=O)c2=O)C1 (configuration not stated) | -2 | 0 | 6 | 10 | 7 | 2 | -1 | 7 | 7
CCOC(=O)CC1C(=O)NCCN1C(=O)c1cccc(C(F)(F)F)c1 (configuration not stated) | -3 | -10 | 8 | 0 | -2 | 0 | -2 | -2 | 2
Cc1ccc(C(=O)N/C(=C\c2cn(C)c3ccccc23)C(=O)N2CCN(C)CC2)cc1 | -1 | 2 | 2 | 1 | 4 | 0 | 2 | 7 | 10
O=C(Nc1nc(-c2cc(F)ccc2F)cs1)C1=COCCO1 | -5 | 2 | -6 | 0 | -7 | -3 | 4 | 10 | 3
N#Cc1cccnc1Nc1ccc(Cl)cc1 | 2 | 0 | -11 | 3 | 6 | -4 | 5 | -3 | 4
CCc1sc(C(=O)NCCc2ccc(S(N)(=O)=O)cc2)cc1Br | -1 | -5 | 7 | 5 | 2 | -3 | -1 | 5 | 2
C=C(C)Cn1c(COc2ccccc2)nnc1SCC(=O)O | 0 | -7 | 7 | 6 | -3 | 4 | -1 | -1 | 2
CC(C)(C)C(=O)Nc1ccc(C(=O)Nc2cccc(Oc3ccc(C(=O)O)c(C(=O)O)c3)c2)cc1 | 2 | 31* | -1 | -1 | -3 | -1 | -8 | 6 | 8
CCn1c(CSc2nc(C)cc(C)n2)nnc1SCC(=O)Nc1cccc2ccccc12 | 1 | 6 | 0 | 1 | 2 | -2 | 0 | -3 | 3
CN(C)C(=O)c1ccc(-c2cc(C(F)(F)F)n(C)n2)s1 | -3 | 0 | -2 | -2 | 6 | 1 | 1 | 2 | 2
COc1ccc(Nc2ncc(C#N)c(N)n2)c(OC)c1 | 0 | 1 | 4 | 6 | 4 | 3 | 2 | 13 | -1
CCCNC(=O)c1ccc(N2CCC3(CC2)CC(c2cccc(Br)c2)=NO3)c(N)c1 | 4 | 16 | -3 | 5 | -3 | 2 | 9 | 0 | 11
Cc1ccc(C(C(=O)NC2CCCCC2)N(Cc2cccnc2)C(=O)c2csnn2)cc1 (configuration not stated) | 1 | -4 | -11 | 2 | 2 | -2 | -6 | 5 | -1
Cc1cc(C(=O)Cn2cnc3cc(F)ccc3c2=O)c(C)n1C1CC1 | · | · | 5 | 5 | · | 2 | · | 5 | -5
COC(=O)/C=C1\S/C(=N/N=C/c2ccco2)NC1=O | 3 | 1 | 1 | 1 | 17 | -1 | 4 | 4 | 5
CNC(=S)NCc1ccc2[nH]c3c(c2c1)CCCC3 | -2 | 3 | 6 | 8 | 14 | -3 | 4 | 4 | 8

Reprinted at random: 2 entries already listed.
SMILES | LYPLA1 inh | LYPLA2 inh | PAFAH2 inh | PAFAH1B2 inh | GSTO1 inh | PAD4 FP inh | PME-1 primary | PAFAH1B3 FP inh | pPAFAH inh
Cc1n[nH]c(C)c1S(=O)(=O)N(CC(=O)Nc1ccc2c(c1)OCCO2)c1ccc(C(C)C)cc1 | -2 | -6 | 0 | 1 | 1 | -3 | 3 | 13 | 3
CCCNC(=O)c1ccc(N2CCC3(CC2)CC(c2cccc(Br)c2)=NO3)c(N)c1 | 4 | 16 | -3 | 5 | -3 | 2 | 9 | 0 | 11

Remaining list, next part:
SMILES | LYPLA1 inh | LYPLA2 inh | PAFAH2 inh | PAFAH1B2 inh | GSTO1 inh | PAD4 FP inh | PME-1 primary | PAFAH1B3 FP inh | pPAFAH inh
COc1ccc(N(CC(=O)NCc2ccccc2)C(=O)CCC(=O)Nc2cc(C)ccn2)c(OC)c1 | -1 | 10 | -4 | 1 | -8 | -2 | 1 | 0 | 1
Cc1cccc(CN2CCN(Cc3ccc4nonc4c3)CC2CCO)n1 (configuration not stated) | -2 | -2 | 3 | 2 | 2 | -1 | -3 | -1 | -1
CCC(C)NC(=O)CSc1nnc(-c2cc(-c3ccc(C)cc3)nc3ccccc23)n1N (configuration not stated) | 1 | 2 | 2 | 2 | -4 | 0 | 2 | 5 | -3
COc1ccc(C(=O)Cc2ccc(OC)c(OC)c2)c(OC)c1 | -1 | 9 | 8 | 3 | 2 | -5 | 3 | -4 | 0
Cc1ccc(-n2c(C)cc(C(=O)CSc3nncs3)c2C)cc1 | -2 | -6 | 4 | 2 | 17 | 2 | -7 | 2 | 21
Cn1cccc1Cc1nnc(SCC(=O)NC2CCCCC2)n1CCc1ccccc1 | 0 | -2 | -2 | 0 | 5 | 2 | 0 | -4 | 2
Cc1nc(-c2ccncc2)sc1C(=O)Nc1ccc(Br)cc1 | -9 | -11 | -5 | 1 | -4 | -8 | -4 | 6 | -6
O=C(Nc1ccc(-c2cn3ccsc3n2)cc1)C1CCCC1 | 1 | 9 | 9 | 0 | -2 | 1 | -2 | 3 | 11
COC(=O)C1(C(=O)OC)Sc2ccccc2C1=O | -1 | -2 | 7 | 3 | 3 | 14 | 0 | 5 | 2
Cc1occc1-c1nnc(SCC(=O)Nc2ccccc2)n1C | -1 | 4 | -3 | -2 | 2 | -3 | -3 | 6 | 3
O=C(OCC(=O)c1ccc[nH]1)c1ccc(C(F)(F)F)cc1 | · | · | 3 | 0 | · | -7 | · | 11 | 19
Cc1csc2nc(O)c(C(=O)NCCN3CCOCC3)c(=O)n12 | 2 | 5 | 1 | -2 | -3 | 1 | 0 | 6 | 11
CCc1ccc(NC(=O)CSc2nnc(CNC(=O)c3cccs3)o2)cc1 | -4 | -1 | 2 | 18 | 2 | -1 | -4 | 3 | 4
O=C(CSc1ccc(-c2cccnc2)nn1)c1ccc([N+](=O)[O-])cc1 | 5 | 8 | -1 | 5 | 6 | -8 | 2 | 0 | 9
Cc1c(C(=O)NCc2ccccc2)oc2c1C(=O)CCC2 | -4 | 0 | -5 | -1 | -2 | -3 | 4 | -11 | 6
Cc1ccc(Cl)cc1NC(=O)C1CC(=O)Nc2ncnn21 (configuration not stated) | -4 | 7 | 3 | 4 | 7 | 1 | -9 | 12 | 0
Oc1csc(Cc2nc(-c3ccccc3F)cs2)n1 | -1 | -1 | -4 | 4 | -2 | -12 | 2 | -2 | 12
CC1(C)OC(=O)C(=CNC(Cc2c[nH]c3ccccc23)C(=O)O)C(=O)O1 (configuration not stated) | 3 | 8 | -3 | 0 | -2 | -1 | 0 | 3 | 5
O=C(CCC(=O)c1cccs1)NCc1ccccc1Cl | · | · | 8 | 3 | · | -1 | · | 8 | 8
COc1ccc(-n2c(SCC(=O)NCC3CCCO3)nc3c([nH]c4ccccc43)c2=O)cc1 (configuration not stated) | 1 | 2 | -1 | 6 | 3 | -2 | 2 | 4 | -4
O=C(c1ccc2nccnc2c1)N1CCCC(N2CCN(c3ccc(F)cc3)CC2)C1 (configuration not stated) | 0 | 2 | -2 | -5 | 0 | -1 | 3 | -5 | 2
COc1ccc(-c2csc(N(CCCN(C)C)C(=O)c3ccccc3C)n2)cc1 | -2 | -4 | 1 | 8 | -3 | 4 | 7 | 6 | -1
O=c1c(Oc2ccccc2F)coc2cc(OCc3cnn(-c4ccccc4)c3)ccc12 | -2 | -7 | 7 | -3 | -1 | 1 | -5 | -5 | 11
O=C(N/C(=C\c1cccnc1)c1nc2ccccc2[nH]1)c1cccc(Br)c1 | -3 | -7 | 4 | -7 | 4 | -1 | -1 | -1 | 1
COc1ccc(C2=[N+]([O-])C(C)(C)C(c3ccccc3)=N2)cc1 | -4 | -5 | 6 | 6 | 2 | 2 | -7 | 6 | -6
Cc1nc2ncnn2c(N2CCN(C(=O)Cc3cccs3)CC2)c1C | 0 | 5 | 6 | 0 | 6 | -5 | -3 | 6 | 16
Cc1cccc(NC(=S)NC(=O)CC2CC(C)(C)OC2=O)c1 (configuration not stated) | -4 | -2 | 7 | 2 | 5 | 1 | 3 | 2 | 4
COC(=O)c1cc2sc(Cl)cc2n1CC(=O)NCCC(C)C | 3 | -5 | 2 | 3 | -6 | -6 | 0 | -6 | -1
O=C(Nc1ccccn1)C(=O)Nc1ccccn1 | 2 | 2 | -3 | 8 | 5 | 1 | 1 | 3 | 3
CCCn1c(=N)n(CC(=O)c2ccc(OCC(=O)OC)cc2)c2ccccc21 | 0 | 9 | -3 | -8 | 6 | -2 | 17 | 11 | 8
COC(=O)[C@]1(Cc2ccccc2)N[C@H](c2ccc(-c3cc(C(C)=O)cs3)cc2)[C@@H]2C(=O)N(C)C(=O)[C@@H]21 | -3 | -1 | 16 | 6 | -10 | 2 | 1 | 2 | 3
O=C1CCC([N+](=O)[O-])C(c2ccc(Cl)c([N+](=O)[O-])c2)N1 (configuration not stated) | 0 | 0 | 5 | 6 | -11 | -8 | 7 | 5 | 3
NC(=O)Nc1ccc(Oc2c(F)c(F)c(F)c(F)c2F)cc1 | 3 | 5 | 4 | 2 | 8 | 1 | -6 | 8 | 29*
Cc1ccc(C(=O)NCC(c2ccc(F)cc2)N2CCOCC2)cc1 (configuration not stated) | 2 | 4 | 2 | 4 | -2 | -8 | -5 | -1 | -11
COC(=O)Nc1ccc(S(=O)(=O)N2CCCC(C(=O)Nc3cccc4c3OCCO4)C2)cc1 (configuration not stated) | -3 | 8 | -12 | -2 | 10 | -2 | 1 | 10 | 2

Screening data deposited in PubChem by The Scripps Research Institute Molecular Screening Center.
